# HP1b binding inh = inhibitors of HP1-beta chromodomain binding to methylated histone tails; AlphaScreen HP1-beta / biotin-H3K9me3 peptide binding; Potency, µM (doses to about 114 µM), for inactives: at the top dose activity change, negative = inhibition, most hits filed as inhibitors; hit rate 0.56% among 390,000; AID 540317; further: potency means the concentration at half of the fitted maximal effect; nearly all actives have a fitted effect of over 70% in size; inactives centre near 23
# Target sequence (P83916 whole entry, looked up): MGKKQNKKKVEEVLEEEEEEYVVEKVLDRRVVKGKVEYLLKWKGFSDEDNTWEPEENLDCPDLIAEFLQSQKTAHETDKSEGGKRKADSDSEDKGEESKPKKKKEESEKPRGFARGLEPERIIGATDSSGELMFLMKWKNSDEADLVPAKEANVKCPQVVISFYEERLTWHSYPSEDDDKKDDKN
#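 AlphaScreen: HP1-beta (50 nM) preformed 30 min with biotin-H3(1-18)K9me3 peptide (50 nM) in PBS pH 7.4, 0.01% Tween-20. Compound added for 30 min at RT, then streptavidin donor/nickel chelate acceptor beads (10 ug/mL) for 30 min.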
# JMJD2A Tudor = blocks the human JMJD2A Tudor domain; O75164; AID 504339; Potency, µM (doses to about 114 µM), inactives show at the top dose activity change, negative = inhibition, most hits filed as inhibitors; hit rate 4.4% among 390,000; AlphaScreen JMJD2A-Tudor / H3K4me3 peptide binding; further: potency means the concentration at half of the fitted maximal effect; on the % scale 0 is the no-effect control and ±100 the full control effect; nearly all actives have a fitted effect of over 50% in size
# Pin1 inhibitor = inhibitors of human Pin1. Q13526. hit rate 0.009% among 390,000. Potency, µM (titrated, usually from 115 µM), inactives show at the top dose activity, negative = inhibition, hits mostly inhibitors. Pin1 FP peptide displacement, HiFluor488, 10 min. AID 504891; active means well fitted inhibition curve with a large enough effect in the polarisation, with a control signal flat, not every such curve was filed as active; inconclusive means small, poorly fitted or top-dose-only effect, or effect the other way, or a change in a side signal; inactive means no such curve, though single readings can be large or run the other way; the % refers to the polarisation; further: potency means the concentration at half of the fitted maximal effect; on the % scale 0 is the no-effect control and ±100 the full control effect
# Target sequence (Q13526 whole entry, looked up): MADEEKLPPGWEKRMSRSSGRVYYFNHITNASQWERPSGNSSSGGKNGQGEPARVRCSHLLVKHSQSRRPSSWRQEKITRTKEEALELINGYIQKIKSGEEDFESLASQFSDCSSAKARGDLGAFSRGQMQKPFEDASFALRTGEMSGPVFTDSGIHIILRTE
# G9a block = blocks human histone lysine methyltransferase G9a | Q96KQ7 | G9a H3K9 monomethylation, AlphaScreen, 2 h | Potency, µM (highest dose often 102 µM), for inactives: at the highest dose activity, negative = inhibition, hits mostly inhibitors | hit rate 8.8% among 350,000 | AID 504332; further: potency means the concentration at half of the fitted maximal effect; on the % scale 0 is the no-effect control and ±100 the full control effect; nearly all actives have a fitted effect of over 75% in size
#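 AlphaScreen read-out: biotin-H3K9 peptide (500 nM) methylation by 20 nM enzyme with 20 uM SAM, 2 h at room temperature after 15 min compound preincubation; anti-monomethyl H3K9 antibody plus donor/acceptor beads, 10 min dark.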
# PI4K2A inh = PI4K2A (human) kinase inhibition | activity change, negative = inhibition, % at 76.9 µM | hit rate 0.13% among 420,000 | purified PI4K2A, ADP-Glo luminescence, 1 h; stronger effect = lower value; in the data active means activity change below about -50%; inconclusive means mostly about -30% to -49%;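 further: -100% = wells without enzyme as full effect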
# Target sequence (Q9BTU6 whole entry, looked up): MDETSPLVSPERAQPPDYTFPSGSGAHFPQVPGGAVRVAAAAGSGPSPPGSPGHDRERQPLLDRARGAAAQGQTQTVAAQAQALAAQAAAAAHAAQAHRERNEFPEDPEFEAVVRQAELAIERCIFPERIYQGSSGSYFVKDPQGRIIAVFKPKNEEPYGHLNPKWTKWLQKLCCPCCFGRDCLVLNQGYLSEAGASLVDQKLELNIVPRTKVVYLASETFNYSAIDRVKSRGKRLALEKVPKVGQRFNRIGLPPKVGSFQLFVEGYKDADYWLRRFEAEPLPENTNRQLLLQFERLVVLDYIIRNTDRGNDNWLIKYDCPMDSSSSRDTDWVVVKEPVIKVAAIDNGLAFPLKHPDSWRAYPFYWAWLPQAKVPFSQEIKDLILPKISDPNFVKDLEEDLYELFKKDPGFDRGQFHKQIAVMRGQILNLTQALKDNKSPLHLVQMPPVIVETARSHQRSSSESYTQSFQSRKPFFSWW
#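 ADP-Glo luminescence measured ADP generated by PI4K2A enzyme (4 ug/mL before mixing) with 1.2 mM PI substrate (pre-mix) and 300 microM ATP (pre-mix). Tris pH7.5 buffer with MgCl2, Triton X-100; 1 h reaction at ambient temperature.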
# * = called active by the depositor; u = inconclusive; x = no result given; & = joins results of further samples; [ ] = remark or other dose. Unless noted, the call rests on the fitted dose curve; in most records, active means well fitted inhibition curve with a large enough effect; inconclusive means small, poorly fitted or top-dose-only effect; inactive means no such curve, though single readings can be large or run the other way. An excerpt, so the mix of outcomes need not match the whole.
SMILES,HP1b binding inh,JMJD2A Tudor,Pin1 inhibitor,G9a block,PI4K2A inh
c1ccc(-c2cccc(CNc3nc(-c4ccccn4)nnc3-c3ccccc3)c2)cc1,x,x,x,x,0
CN1CC(=O)NC1=N,x,x,x,x,4
C=CC[C@H]1c2ccccc2[C@H]2N3N=Cc4ccccc4[C@H]3[C@H](CCCC)C(=O)N2N1C(=O)c1ccccc1,x,x,x,x,-1
CCOc1ccc(-n2c(SCC(=O)Nc3ccc4c(c3)c3ccccc3n4CC)nnc2-c2cccnc2)cc1,x,x,x,x,0
Cc1ccc(NC(=O)C2CCN(c3nnc(-n4cccc4)s3)CC2)cc1C,x,x,x,x,0
NC[C@@H](O)c1ccc(O)c(O)c1,x,89µM*,u,u,x
CCOc1[nH]c(/N=C/c2ccc(OC)cc2)c(C#N)c1C#N,u,25µM*,u,x,x
Cc1ccc(CN(Cc2cc3cc(C)ccc3[nH]c2=O)Cc2nnnn2Cc2ccccc2)cc1,3%[57 µM],-12%[57.1 µM],1%,x,x
O=[N+]([O-])c1ccc(Cl)c(S(=O)(=O)/N=C(/Sc2ccc(Br)cc2)c2ccccc2)c1,62%[activator][57 µM],u,-4%,x,x
C=CCOC(/C=C/c1ccccc1)C[Si](C)(C)C (stereo not drawn),0%,-18%,-6%,x,x
O=C(NCCNCCO)C1(C(F)(F)F)CC(CCc2ccccc2)CCCO1 (stereo not drawn),1%,-15%,3%,x,x
O=S(=O)(c1ccccc1C(F)(F)F)N1CCN(c2nc(-c3ccccc3)nc3ccccc23)CC1,0%,-7%,6%,x,x
O=C1SC(Nc2ccccc2)C(=O)N1c1ccccc1 (stereo not drawn),25%,-12%,-2%,x,x
CS(=O)(=O)c1ccc(C(=O)OCC(=O)Nc2ccc(OC(F)(F)F)cc2)cc1[N+](=O)[O-],46%[activator],-13%,-7%,x,x
CCc1ccc(OCCCn2c(CCCNC(=O)C3CCCCC3)nc3ccccc32)cc1,27%[57 µM],-13%[57.1 µM],9%,x,x
CC(C)(C)OC(=O)NS(=O)(=O)NCc1ccco1,21%,-19%,-3%,x,x
Cc1ccc(C2NC(c3ccc4c(c3)OCO4)=CC(c3cc(Br)ccc3O)N2)cc1 (stereo not drawn),11%[57 µM],-22%[57.1 µM],25%,x,x
COc1cc(C(CCN2CCCCC2)c2c(OC)cc(OC)c3c2OC(=O)CC3c2ccc(N(C)C)cc2)cc(OC)c1OC (stereo not drawn),u,40µM*,-10%,x,x
CCOc1[nH]c(/N=C/c2ccccc2)c(C#N)c1C#N,6%,-17%,u,x,x
C=C1CCN(C(Cc2ccccc2)C(=O)Nc2ccc(OC)cc2)S(=O)(=O)c2ccccc21 (stereo not drawn),4%,-32%,5%,x,x

# Full records as entered above:
# O=C(NCCNCCO)C1(C(F)(F)F)CC(CCc2ccccc2)CCCO1 (stereo not drawn) as listed: HP1b binding inh: 1%; JMJD2A Tudor: -15%; Pin1 inhibitor: 3%; G9a block: x; PI4K2A inh: x
# C=C1CCN(C(Cc2ccccc2)C(=O)Nc2ccc(OC)cc2)S(=O)(=O)c2ccccc21 (stereo not drawn) as listed: HP1b binding inh: 4%; JMJD2A Tudor: -32%; Pin1 inhibitor: 5%; G9a block: x; PI4K2A inh: x

# An excerpt of these results, with each value named.
> O=S(=O)(c1ccccc1C(F)(F)F)N1CCN(c2nc(-c3ccccc3)nc3ccccc23)CC1
  HP1b binding inh = 0%
  JMJD2A Tudor = -7%
  Pin1 inhibitor = 6%
  G9a block = x
  PI4K2A inh = x

> COc1cc(C(CCN2CCCCC2)c2c(OC)cc(OC)c3c2OC(=O)CC3c2ccc(N(C)C)cc2)cc(OC)c1OC (stereo not drawn)
  HP1b binding inh = u
  JMJD2A Tudor = 40µM*
  Pin1 inhibitor = -10%
  G9a block = x
  PI4K2A inh = x

# The listing picks up with the 3 entries that preceded the break.
SMILES,HP1b binding inh,JMJD2A Tudor,Pin1 inhibitor,G9a block,PI4K2A inh
COc1cc(C(CCN2CCCCC2)c2c(OC)cc(OC)c3c2OC(=O)CC3c2ccc(N(C)C)cc2)cc(OC)c1OC (stereo not drawn),u,40µM*,-10%,x,x
CCOc1[nH]c(/N=C/c2ccccc2)c(C#N)c1C#N,6%,-17%,u,x,x
C=C1CCN(C(Cc2ccccc2)C(=O)Nc2ccc(OC)cc2)S(=O)(=O)c2ccccc21 (stereo not drawn),4%,-32%,5%,x,x
COc1ccc(C(CCN2CCOCC2)c2c(OC)cc(OC)c3c2OC(=O)CC3c2ccc(OC)cc2)cc1 (stereo not drawn),-21%,35µM*,u,x,x
NCCCN(Cc1ccccc1)c1ccc(Br)cn1,25%,-20%,25%,x,x
O=C(Nc1ccc([N+](=O)[O-])cc1Cl)c1cc(Br)ccc1O,4%,u,6%,x,x
CCc1ccc2[nH]c(=O)c(CN(Cc3cccs3)Cc3nnnn3Cc3ccccc3)cc2c1,13%[57 µM],-27%[57.1 µM],12%,x,x
CC12CCC=CC1C(c1cccc([N+](=O)[O-])c1)N(Cc1ccccc1)C2=O (stereo not drawn),-7%,u,u,x,x
CCCN1CNc2c(c(=O)[nH]c(=S)n2CCc2cc(Cl)ccc2Cl)C1,42%[activator],-11%,-3%,x,x
COC(=O)C1=C[C@@H](C(=O)OC)C2C3=C(C(=O)[C@]2(C)NC(=O)c2ccccc2)[C@H](C)n2c(=O)n(-c4ccccc4)c(=O)n2[C@@H]3C1 (stereo partly drawn),15%,-7%,-7%,x,x
COc1ccc(NC(=O)CSc2nnc3c(n2)[nH]c2ccc(S(=O)(=O)N(C)C)cc23)c(OC)c1,3%,-33%,-3%,x,x
CCOc1cccc(C2C=C(c3ccc4c(c3)OCO4)NC(c3ccc(Br)cc3)N2)c1O (stereo not drawn),16%[57 µM],-22%[57.1 µM],13%,x,x
COc1ccc(CN(Cc2ccccc2)C(=O)CN2CCN(C)CC2)cc1COc1ccc(NC(C)=O)cc1,-6%,35µM*,-2%,x,x
Cc1cn(C2CC3OCC(NC(=O)C(Cc4ccccc4)NC(=O)OC(C)(C)C)C3O2)c(=O)[nH]c1=O (stereo not drawn),61%[activator],-10%,1%,x,x
C=CCCn1c(Cl)c(C#N)sc1=O,31%,-19%,9%,x,x
CCc1ccc2[nH]c(=O)c(CN(Cc3cccnc3)Cc3nnnn3Cc3ccccc3)cc2c1,13%[57 µM],-21%[57.1 µM],2%,x,x
CCOC(=O)CN(C)C(=O)C1CC(CO[Si](C)(C)C(C)(C)C)=CN1C(=O)OC(C)(C)C (stereo not drawn),18%,-26%,-3%,x,x
CCOc1ccccc1C1NC(c2ccc3c(c2)OCO3)=CC(c2ccccc2O)N1 (stereo not drawn),8%[57 µM],-18%[57.1 µM],12%,x,x
Cc1ccc(S(=O)(=O)N2CCN(c3nc(-c4cnccn4)nc4ccccc34)CC2)cc1,53%[activator],-20%,-4%,x,x
CCCCNC(=O)Cn1c(SCc2cccc(F)c2)nc2ccncc21,23%[57 µM],-12%[57.1 µM],-2%,x,x
CCCCCCCCCOC(=O)CNc1nc(C#N)nc(NCC(=O)OCCCCCCCCC)n1,8%[57 µM],4%[57.1 µM],43%[activator],x,x
CCC(C)C(NC(=O)OC(C)(C)C)C(=O)NC1COC2CC(n3ccc(=O)[nH]c3=O)OC12 (stereo not drawn),22%,-3%,-9%,x,x
O=c1[nH]c(=S)c2[nH]cnc2[nH]1,4%[57 µM],-11%[57.1 µM],-1%,x,x
COc1ccccc1C1NC(c2ccc3c(c2)OCO3)=CC(c2cc(Br)ccc2O)N1 (stereo not drawn),12%[57 µM],-12%[57.1 µM],11%,x,x
CCOC(=O)C(C(=O)OCC)N(Cc1cc(OC)ccc1OC)C(=O)C1CC(CO[Si](C)(C)C(C)(C)C)=CN1C(=O)OC(C)(C)C (stereo not drawn),8%,-35%,0%,x,x
CCCCCC/C=C/c1ccc(C2C3C=CCC(C)C3C(=O)N2Cc2ccccc2)c(F)c1 (stereo not drawn),39%[activator],14%,1%,x,x
CCOc1ccc(NC(=O)CSc2nnc3c(n2)[nH]c2ccc(S(=O)(=O)N(C)C)cc23)cc1,-2%,u,2%,x,x
COc1ccc(C2Nc3ccccc3C(=O)N2c2ccc(Cl)cc2)cc1COc1ccc(NC(C)=O)cc1 (stereo not drawn),19%[57 µM],-24%[57.1 µM],22%,x,x
Cn1c(=S)[nH]c2cc(C(=O)N3CCN(C(=O)c4ccccc4)CC3)ccc2c1=O,47%[activator],79µM*,20%,x,x
CCC(C)NC(=O)c1ccc2nc(-c3cccs3)c(-c3cccs3)nc2c1 (stereo not drawn),1%[57 µM],-11%[57.1 µM],4%,x,x
O=C(Nc1nccs1)C1CC=CC2CCN(Cc3ccc(Cl)c(Cl)c3)C(=O)C21 (stereo not drawn),31%,-13%,1%,x,x
CCN(CC)c1nc(C#N)nc(OC)n1,30%[57 µM],-8%[57.1 µM],-1%,x,x
CN(C(=O)c1ccoc1)c1ccccc1I,34%,-1%,-1%,x,x
COc1ccc(C2Nc3ccccc3C(=O)N2Cc2ccccc2)cc1COc1ccc([N+](=O)[O-])cc1 (stereo not drawn),7%[57 µM],-17%[57.1 µM],1%,x,x
CC(=O)Nc1ccc(SCCN2CCN(C)CCC2=O)cc1,34%,-14%,-4%,x,x
O=[N+]([O-])c1cccc(S(=O)(=O)N2CCN(c3nc(-c4ccccc4)nc4ccccc34)CC2)c1,2%,-15%,-1%,x,x
COc1ccc(Br)cc1C1NC(c2ccc3c(c2)OCO3)=CC(c2cc(Cl)ccc2O)N1 (stereo not drawn),-9%,89µM*,26%,x,x
Cc1ccc(C(=O)NCC(=O)OCC(=O)c2cccc3ccccc23)cc1,12%[57 µM],3%[57.1 µM],0%,x,x
CCN(CC)CCC(c1ccc(OC)cc1)c1c(OC)cc(OC)c2c(C)cc(=O)oc12 (stereo not drawn),17%,-26%,5%,x,x
Cc1ccc(S(=O)(=O)N(C)CCCN(C)c2nc(-c3cccs3)nc3ccccc23)cc1,37%,-11%,6%,x,x
COc1ccc(C2CC(O)(c3ccccc3)Oc3cc(C)cc(C)c32)cc1 (stereo not drawn),36%,-16%,-3%,x,x
Nc1ccc(NC(=O)c2cc(Cl)ccc2O)c(Cl)c1,13%,-23%,4%,x,x
C=C1CCN(C(C)C(=O)OCc2ccc(C)cc2)S(=O)(=O)c2ccccc21 (stereo not drawn),94%[activator],32%,6%,x,x
Cc1ccn2c(NCc3ccco3)c(-c3ccccc3)nc2c1,22%,u,-3%,x,x
COc1ccc(CCn2c(=S)[nH]c(=O)c3nccnc32)cc1OC,14%,-12%,-12%,x,x
COC(=O)C(Cc1ccccc1)NS(=O)(=O)c1cc(Br)ccc1Br (stereo not drawn),39%[activator],-5%,0%,x,x
O=S(=O)(c1ccc(F)cc1)N1CCN(c2nc(-c3ccc(F)cc3)nc3cc(Cl)ccc23)CC1,27%,-10%,-7%,x,x
C[C@H](C(=O)OCO/N=[N+](\[O-])N1CCCC1)c1cccc2ccccc12,5%,-28%,-11%,x,x
COc1ccc(C2CC(c3ccccc3)Oc3cc(C)cc(C)c32)cc1 (stereo not drawn),55%&61%[activator],21%&14%,-2%&0%,x,x
C=CCOc1ccc2c(=O)n(C)c3ccccc3c2c1,45%[activator],1%,-1%,x,x

# Bioassay records as filed in PubChem BioAssay.
